Lipid storage S3 – qHTS Assay for Lipid Storage Modulators in Drosophila S3 Cells. Drosophila S3 cells, BODIPY lipid droplet fluorescence, 18-24 h; cells fed with added oleic acid. 0.64% of 320,000 active. lipid storage change, negative = inhibition, % at the top dose, mostly 46.1 µM; hits show Potency in µM; active = well fitted inhibition curve with a large enough effect in the signal ratio, with a control signal flat, not every such curve was filed as active; inconclusive = small, poorly fitted or top-dose-only effect, or effect the other way, or a change in a side signal; the % refers to the signal ratio
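Drosophila S3 cells got compounds at several concentrations plus oleic acid (400 uM solution). Laser-scanning cytometry with 488 nm excitation read lipid droplets at 500-530 nm and cells at 575-640 nm. Percent activity was relative to 20 uM Triacsin C.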
Lipid storage S3 cell count max – further read-out of Lipid storage S3, marked with its call; cell number change, %; measured here: cell count max response;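 cells counted by Cell Tracker Red CMTPX staining in the red channel; peak over a dose series mostly up to 46.1 µM; percent activity relative to internal control wells on each plate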
An asterisk follows results filed as active; i = inactive; ? = inconclusive; nt = not tested or not shown. % is scaled to controls: 0 for no effect and ±100 for the full control effect; potency is read from the fitted curve at half-maximal effect. This is a subset; count on the stated rates, not on these rows.

nr	molecule	Lipid storage S3 cell count max	Lipid storage S3
1	O=[N+]([O-])c1cccc(/C=N\N2CCN(c3ccc(Cl)cc3)CC2)c1	2	1%
2	CC(C)c1ccc(N(CC(=O)N2CCN(Cc3ccccc3)CC2)S(C)(=O)=O)cc1	nt	?
3	CCOC(=O)COn1c(=O)c(-c2cc3ccccc3o2)[n+]([O-])c2ccccc21	-21	3%
4	CC(C)C(NC(=O)OCc1ccccc1)C(=O)NCc1ccc(C(=O)O)cc1 (stereo not given)	18	19%
5	CCC(=O)Nc1cccc(NC(=O)c2ccccc2Cl)c1	-17	-1%
6	N#CCc1c(C#N)c(N)nc(N2CCN(S(=O)(=O)c3ccccc3F)CC2)c1C#N	nt	?
7	COCCN(CCOC)S(=O)(=O)c1ccc(C(=O)NC2CCN(Cc3ccccc3)CC2)cc1	-1	3%
8	COC(=O)CNC(=S)NC(=O)c1ccc(C(C)(C)C)cc1	nt	1%
9	CCC(=O)Nc1nnc(S(=O)(=O)N(CC)c2ccc(Cl)cc2)s1	-1	-4%
10	Cc1ccc([N+](=O)[O-])cc1NC(=O)CSc1n[nH]c(-c2cccnc2)n1	nt	?
11	CC/C(=N\NC(=O)c1nnn(-c2nonc2N)c1-c1cccc(OC)c1)c1ccc(C)cc1	nt	?
12	O=C(c1cccc2ccccc12)N1CCC(N2CCN(c3ccccc3)CC2)CC1	nt	?
13	Cc1ccc(OCc2nnc(SCC(=O)c3cccc([N+](=O)[O-])c3)n2C)cc1	nt	?
14	Cc1ccc(OCC(=O)NNC(=O)CSC(=S)N2CCCC2)cc1	nt	?
15	S=C(NCc1ccncc1)Nc1cc(Cl)cc(Cl)c1	nt	?
16	Cc1ccc(C(=O)COC(=O)CN2C(=O)C3C4CCC(C4)C3C2=O)cc1[N+](=O)[O-] (stereo not given)	-13	2%

Reprinted from the part before: 6 compounds; new compounds follow.
nr	molecule	Lipid storage S3 cell count max	Lipid storage S3
11	CC/C(=N\NC(=O)c1nnn(-c2nonc2N)c1-c1cccc(OC)c1)c1ccc(C)cc1	nt	?
12	O=C(c1cccc2ccccc12)N1CCC(N2CCN(c3ccccc3)CC2)CC1	nt	?
13	Cc1ccc(OCc2nnc(SCC(=O)c3cccc([N+](=O)[O-])c3)n2C)cc1	nt	?
14	Cc1ccc(OCC(=O)NNC(=O)CSC(=S)N2CCCC2)cc1	nt	?
15	S=C(NCc1ccncc1)Nc1cc(Cl)cc(Cl)c1	nt	?
16	Cc1ccc(C(=O)COC(=O)CN2C(=O)C3C4CCC(C4)C3C2=O)cc1[N+](=O)[O-] (stereo not given)	-13	2%
17	Cc1nc(SC2CC(=O)N(c3ccccc3)C2=O)nc2c1CCCC2 (stereo not given)	-4	i
18	COc1cc(C2Nc3ccccc3C(=O)N2c2ccccc2)c(Br)cc1OCC(=O)O (stereo not given)	10	3%
19	Cc1ccc(-n2c(SCC(=O)Nc3ccc4c5c(cccc35)CC4)nc(O)c(C)c2=O)cc1	nt	?
20	Cc1ccc(NC(=O)CN2C(=O)C3C4C=CC(C4)C3C2=O)cc1S(=O)(=O)N(C)C (stereo not given)	nt	?
21	c1ccc2cc3[nH]c(CN4CCCCC4)nc3cc2c1	nt	?
22	COc1ccc(CCNc2oc(-c3ccccc3OC)nc2C#N)cc1	nt	?
23	O=C(Nc1nnc(C2CC2)o1)c1ccc(S(=O)(=O)N2CCc3ccccc3C2)cc1	7	-7%
24	ClCc1nc2ccccc2n1Cc1ccccc1	11	i
25	O=C(CCCC(=O)OCC(=O)c1ccc(F)cc1)Nc1cc(C(F)(F)F)ccc1Cl	nt	?
26	CC(C)(C)c1ccc(S(=O)(=O)N2CCC(NC(=O)c3ccco3)CC2)cc1	nt	?
27	CS(=O)(=O)n1nc(OC(=O)c2cccc3ccccc23)cc1N	nt	?
28	C/C(=N/NC(=O)c1cc2ccccc2cc1O)C1C(=O)c2ccccc2C1=O	nt	?
29	O=C(COc1ccc(Cl)cc1)NCCNC(=O)c1ccccn1	nt	?
30	CC(C)(C)N1C(=O)c2ccccc2NC(=O)N1Cc1ccccc1	-4	i
31	O=C(CCN1CCOCC1)Nc1c(-c2ccccc2)c2cc(Br)ccc2[nH]c1=O	nt	i
32	Cc1ccc(N2C(=O)c3ccccc3C(C)(C)C2=O)cc1	nt	?
33	COc1cc(Br)c(CCNC(=O)c2ccco2)cc1OC	13	21%
34	Cc1cc(C)c2oc(C(=O)N(Cc3ccccc3)C3CCS(=O)(=O)C3)cc(=O)c2c1 (stereo not given)	nt	?
35	COc1ccc(-n2nc3c(c2NC(=O)CCl)CSC3)cc1	nt	?
36	COc1ccc(NC(=O)CCNS(=O)(=O)c2ccc3c(c2)c(=O)n(C)c(=O)n3C)cc1OC	nt	?
37	C#Cc1ccc([C@@H]2C=C(C(=O)NCc3nc4ccccc4[nH]3)O[C@H](OCC)[C@H]2CCCO)cc1	nt	?
38	COc1ccc(C2C(C(=O)Nc3cc(C)on3)c3ccccc3C(=O)N2C)cc1 (stereo not given)	13	19%
39	C=C(C)CN(CC)CCC(=O)Nc1ccc(OC)cc1OC	21	3%
40	CCN(C1CCCCC1)S(=O)(=O)c1ccc(S(=O)(=O)NCc2ccncc2)cc1	nt	?
41	CC(C)OC(=O)CCC(=O)Nc1ccc(F)cc1	24	-2%
42	CCOC(=O)[C@H]1[C@H]2COc3ccc(OC)cc3[C@@H]2N2C(=O)c3ccc(Cl)cc3NC(=O)[C@@]12C	-6.2*	4.1µM*
43	CC(NC(=O)CCl)c1ccccc1Br (stereo not given)	nt	?
44	CN(C)C(CNC(=O)c1cccc(S(=O)(=O)Nc2ccc(Br)cc2)c1)c1ccco1 (stereo not given)	nt	?
45	CCOC(=O)N1CCN(c2c(N3CCN(c4cc(C)ccc4C)CC3)c(=O)c2=O)CC1	19	-1%
46	CC1(OC(=O)CCc2ccccc2)C(=O)C=C2C=C(c3ccsc3)OC=C2C1=O (stereo not given)	0	-6%
47	CN1CCCN(c2ccc([N+](=O)[O-])cc2)CC1	nt	?
48	O=C(N/N=C/c1cc(Cl)ccc1O)c1ccncc1	nt	?
49	CCOc1ccccc1N(CC(=O)NCCSCc1ccco1)S(=O)(=O)c1ccccc1	nt	?
50	COc1ccc2nc(/C=N/NC(=O)[C@@H]3CCCN3C(=O)OC(C)(C)C)ccc2c1	20	14%
51	COc1ccccc1CN1C[C@@H]2C[C@@H](c3[nH]c4c(C)cccc4c3C)N3CCC[C@@]23C1=O	2	-1%
52	COc1cc(NC(=O)c2ccccc2NS(=O)(=O)c2ccc(Cl)s2)cc(OC)c1	-20*	16µM*
53	Cc1cc(NC(=O)CCC(=O)N(CC2CCCO2)C(C(=O)NC2CCCC2)c2cccnc2)no1 (stereo not given)	nt	-25%
54	Cc1ccc(NC(=S)N2CCN(C(=O)C3CCCO3)CC2)c(C)c1 (stereo not given)	28	i
55	CC(=O)N/C(=N\OCc1ccc(Br)cc1)c1nonc1NC(C)=O	nt	?
56	CC12COC3(C(=O)NCCc4ccccc4)CC1CCC32C (stereo not given)	nt	?
57	COc1ccc2nnc(-c3ccccc3)n2n1	nt	?
58	O=C(COC(=O)Cc1cccs1)Nc1ccccc1	nt	?
59	O=C1CCC([N+](=O)[O-])C(c2ccccc2Cl)N1 (stereo not given)	nt	?
60	Cc1cc(NC(=O)c2ccccc2Cl)no1	1	-1%
61	CCN(C(=O)CN1CCC(C)CC1)c1c(N)n(Cc2ccccc2)c(=O)[nH]c1=O	nt	?
62	COc1cc(/C=C/C(=O)OCC(=O)NCCN2C(=O)CSC2=O)ccc1OCC#N	-3	-7%
63	O=C(CN1CCN(S(=O)(=O)c2ccc(Cl)c(Cl)c2)CC1)N1CCCCC1	nt	?
64	CC(C)(C)C1CCc2c(sc(NC(=O)c3cccs3)c2C(N)=O)C1 (stereo not given)	5	-4%
65	O=C(O)COc1ccccc1/C=N/n1c(C2CCCCC2)n[nH]c1=S	nt	?
66	Cc1cc2ncn(CCOc3ccccc3)c2cc1C	-15	i
67	O=C(O)C1CCCCC1C(=O)Nc1ccc(-c2ccccc2)cc1 (stereo not given)	nt	?
68	CCOC(=O)/C(C#N)=C/c1ccc(N2CCN(C)CC2)cc1	4	7%
69	CS(=O)(=O)N1CCN(C(=O)c2ccccc2)C1	-10	-22%
70	CC(C)NS(=O)(=O)c1ccc(NC(=O)Cc2ccsc2)cc1	nt	?
71	COc1ccc(-c2cc(C(=O)N3CCN(c4ccc(F)cc4)CC3)no2)cc1OC	nt	?
72	CC1CCc2sc(NC(=O)c3ccc(N4C(=O)CCC4=O)cc3)c(C(N)=O)c2C1 (stereo not given)	nt	?

Single records, from the list above. Values in the order: Lipid storage S3 cell count max	Lipid storage S3
CC(C)NS(=O)(=O)c1ccc(NC(=O)Cc2ccsc2)cc1 is listed as nt	?
CC1CCc2sc(NC(=O)c3ccc(N4C(=O)CCC4=O)cc3)c(C(N)=O)c2C1 (stereo not given) is listed as nt	?

The list goes on.
nr	molecule	Lipid storage S3 cell count max	Lipid storage S3
73	Cc1ccc(C(O)CCc2ccc(N)cc2)cc1 (stereo not given)	nt	?
74	CC(C(=O)O)n1c(C(F)(F)F)nc2ccccc21 (stereo not given)	nt	-1%
75	COc1ccc(-c2cnc3ncnn3c2N)cc1	13	7%
76	COc1ccc(C(=O)/C=C/C(=O)N(CC(=O)NC2CCCCC2)Cc2ccccc2)c(O)c1	nt	?
77	CCCc1nc2ccccc2c2nc(N)nn12	nt	?
78	CCCOC(=O)c1ccc(NC(=O)Oc2ccccc2)cc1	nt	?
79	C=CCn1c(Cc2ccc(OCC)cc2)nnc1SCC(N)=O	nt	i
80	O=C(Nc1ccccc1N1CCCC1)C1CCN(C(=O)c2ccc(Cl)cc2)CC1	nt	?
81	Cc1nn(-c2ccccc2)c(C)c1NC(=O)COC(=O)CCCOc1ccccc1	nt	?
82	Cc1ccc(S(=O)(=O)N2CCN(C(=O)c3c(C)nn(-c4ccccc4)c3Cl)CC2)cc1	-2	19%
83	CCOC(=O)N1CCN(Cc2ccc3c(c2)OCO3)CC1	21	11%
84	COc1ccc(/C=N/NC(=O)CN(c2ccc(OC)cc2)S(=O)(=O)c2ccccc2)cc1	4	-3%
85	Cc1ccc(NS(=O)(=O)c2csc(C(N)=O)c2)c(C)c1	3	0%
86	COc1ccc(/C=N/Nc2nc(-c3ccc(Cl)cc3)cc(C(F)(F)F)n2)c(OC)c1	nt	?
87	CCOC(=O)c1oc2ccc(S(=O)(=O)n3nc(-c4cc(OC)c(OC)c(OC)c4)cc3N)cc2c1C	-12	1%
88	CC(C)(C)c1ccc(S(=O)(=O)N2CCCCC2C(=O)NCc2ccccn2)cc1 (stereo not given)	nt	?
89	CCCCc1c(O)cc(C)[nH]c1=O	nt	?
90	CCSc1nc(-c2cccnc2)ccc1C#N	nt	?
91	CCOC(=O)c1ccc(CNC(=O)C2CCC(=O)N(Cc3cccc(OC)c3)C2)o1 (stereo not given)	17	-4%
92	CC(=O)Nc1ccc(C(=O)N/N=C/c2cccnc2)cc1	1	13%
93	Cc1ccc(C(=O)NCCc2sc(C)nc2C)cc1	7	1%
94	COc1ccc(C2CC(c3ccccc3)=NN2C(=O)COC(=O)c2nc3nccc(C)n3n2)cc1 (stereo not given)	nt	?
95	CCOC(=O)CNC(=O)CN1CCC(c2nc3ccccc3[nH]2)CC1	-11	i
96	O=C(NCc1cccnc1)/C(=C/c1ccc(-c2cccc(C(F)(F)F)c2)o1)NC(=O)c1ccccc1	0	-7%
97	COc1cccc(CNC(=O)C(=O)N2CCC3(CC2)OCCN3S(=O)(=O)c2ccc(C)cc2)c1	nt	?
98	CCCCSc1nc2sc3c(c2c(=O)[nH]1)CCC3	nt	?
99	Cc1ccc(C2=NS(=O)(=O)N(C)C(C(=O)NCc3ccccn3)=C2)cc1	-17	-3%
100	Cn1c(C(=O)OC(C(=O)NCc2ccco2)c2ccncc2)cc2sccc21 (stereo not given)	nt	?
101	CCCn1c(=N)c(C(=O)NC2CCCC2)cc2c(=O)n3cccc(C)c3nc21	-10	-1%
102	O=C(CN1C(=O)NC(c2ccccc2)(c2ccccc2)C1=O)c1c[nH]c2ccccc12	7	-7%
103	O=[N+]([O-])c1ccc(NS(=O)(=O)c2cccc3cccnc23)cc1	-7	10%
104	Cc1cc(C)cc(Oc2cc(NC(=O)c3cn(C)nc3C)cc([N+](=O)[O-])c2)c1	nt	?
105	O=C(N/C=C/c1ccc(Cl)cc1)NCc1ccc(Cl)cc1	nt	?
106	C=CCc1c(C)nc(N)[nH]c1=O	10	4%
107	O=C(O)CCC(=O)NNC(=O)COc1ccc2ccccc2c1Br	-4	16%
108	O=C(Nc1cccc2ccccc12)OCc1cncs1	nt	?
109	CCN1CCCCC(=N/O)/C(=N/O)CCCC1	1	3%
110	COc1cc(/C=C2\CCc3ccccc3C2=O)cc(OC)c1OC	nt	?
111	C/C(CCc1ccco1)=N/NC(=O)CCC(=O)Nc1ccc(Br)cc1	nt	?
112	CCOC(=O)NC(=O)/C(C#N)=C\Nc1sccc1C(=O)OC	nt	?
113	CCOC(=O)C(CCSC)NC(=O)CN (stereo not given)	nt	?
114	O=C(OCC(=O)N1CCCc2ccccc21)c1cncc(Br)c1	-22	-3%

Screening results (PubChem BioAssay)
